# NR2F2 inh – NR2F2 transcriptional activity inhibitors, primary screen, cell-based, luciferase reporter, HEK293T, luminescence. HEK293T NGFI-A luciferase reporter. inhibition, % at 8.6 µM. 370,000 tested, 0.7% active. COUP transcription factor 2 (Homo sapiens), P24468;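 active = inhibition above a per-plate cutoff, mean inhibition of test wells between control levels plus 3 SD, cut at about 38% in these data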;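 also: cells cotransfected with COUP-TFII expression vector driving the NGFI-A reporter; 0% = median of COUP-TF2 test wells and 100% = reporter-only cells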
# Target sequence (P24468 whole entry, looked up): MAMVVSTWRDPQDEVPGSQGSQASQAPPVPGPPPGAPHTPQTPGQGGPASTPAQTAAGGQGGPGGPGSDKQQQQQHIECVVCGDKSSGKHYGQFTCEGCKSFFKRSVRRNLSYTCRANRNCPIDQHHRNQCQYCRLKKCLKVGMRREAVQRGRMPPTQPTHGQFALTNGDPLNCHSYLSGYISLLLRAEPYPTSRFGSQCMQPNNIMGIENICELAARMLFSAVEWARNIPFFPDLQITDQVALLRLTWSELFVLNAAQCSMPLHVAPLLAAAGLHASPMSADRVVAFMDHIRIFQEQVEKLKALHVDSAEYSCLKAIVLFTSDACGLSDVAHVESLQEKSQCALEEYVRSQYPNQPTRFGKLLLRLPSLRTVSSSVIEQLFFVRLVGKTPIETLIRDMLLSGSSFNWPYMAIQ
# SRC2 inh – inhibition of GAL4-SRC2 driven luciferase reporter, primary screen, SRC2 inhibitor project, cell-based, luminescence; Nuclear receptor coactivator 2 (Homo sapiens), Q15596; HEK293 GAL4-SRC2 luciferase reporter; inhibition, % at 9 µM; 370,000 tested, 0.17% active;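 active = inhibition above the mean inhibition of all tested compounds plus 3 SD, set per campaign, cut at about 52% in these data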;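 also: 0% = DMSO treated cells and 100% = cells given Gossypol at 36 µM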
# TLR9-MyD88 inh – inhibitors of TLR9-MyD88 association in cells, primary screen, cell-based, CHO, BLA complementation, fluorescence | Toll-like receptor 9 (Homo sapiens) + Myeloid differentiation primary response protein … | 340,000 tested, 0.21% active | inhibition, % at 4.98 µM | AID 504734, 2011 | CCF4 FRET ratio;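 active = inhibition above the mean over all tested compounds plus 3 SD, cut at about 21% in these data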;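 also: 0% = DMSO only wells and 100% = clavulanate BLA inhibitor control wells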
# NCOA3 inh – SRC3 coactivator transcriptional activity inhibitors, primary screen, cell-based, luminescence | 360,000 tested, 0.17% active | HEK293 GAL4-SRC3 luciferase reporter | Nuclear receptor coactivator 3 (Homo sapiens), Q9Y6Q9 | inhibition, % at 3.6 µM;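 active = inhibition above a per-campaign cutoff, the mean of all compounds plus 3 SD, cut at about 60% in these data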;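 also: 0% = DMSO-treated cells and 100% = gossypol-treated cells at 36 µM; higher means less SRC3-driven luciferase light from the GAL4 reporter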
# Exocytosis inh – LAMP-1 surface exposure blockers, TALL-104 cells – cell-based, flow cytometry, MLPCN library, primary screen. TALL-104 LAMP-1 surface exposure; cells stimulated with thapsigargin and PMA. inhibition, % at 10 µM. 360,000 tested, 0.66% active. AID 651702, 2012;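 active = inhibition above about 55%, limit read from the data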
# ABHD5-PLIN5 inh – ABHD5-PLIN5 interaction inhibitors, primary screen, cell lysate, split luciferase complementation, luminescence | Split G. princeps luciferase complementation, 4 h | 360,000 tested, 0.78% active | AID 602281, 2012 | inhibition, % at 4 µM | Perilipin-5 (Homo sapiens) + 1-acylglycerol-3-phosphate O-acyltransferase ABHD5 (Homo …;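 active = inhibition above the mean inhibition across every tested compound plus 3 SD, cut at about 22% in these data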;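 also: 0% = DMSO only wells and the 100% control is not disclosed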
# NOD2-RIPK2 inh – NOD2-RIPK2 binding disruptors in cells, primary screen, fluorescence, CHO cells, BLA complementation; CCF4 ratio; inhibition, % at 4.98 µM; Receptor-interacting serine/threonine-protein kinase 2 (Homo sapiens), O43353; AID 624267, 2012; 360,000 tested, 0.38% active; in the data active = inhibition above about 21%;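 also: 0% = vehicle only and 100% = reference blocker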
# Target sequence (O43353 whole entry, looked up): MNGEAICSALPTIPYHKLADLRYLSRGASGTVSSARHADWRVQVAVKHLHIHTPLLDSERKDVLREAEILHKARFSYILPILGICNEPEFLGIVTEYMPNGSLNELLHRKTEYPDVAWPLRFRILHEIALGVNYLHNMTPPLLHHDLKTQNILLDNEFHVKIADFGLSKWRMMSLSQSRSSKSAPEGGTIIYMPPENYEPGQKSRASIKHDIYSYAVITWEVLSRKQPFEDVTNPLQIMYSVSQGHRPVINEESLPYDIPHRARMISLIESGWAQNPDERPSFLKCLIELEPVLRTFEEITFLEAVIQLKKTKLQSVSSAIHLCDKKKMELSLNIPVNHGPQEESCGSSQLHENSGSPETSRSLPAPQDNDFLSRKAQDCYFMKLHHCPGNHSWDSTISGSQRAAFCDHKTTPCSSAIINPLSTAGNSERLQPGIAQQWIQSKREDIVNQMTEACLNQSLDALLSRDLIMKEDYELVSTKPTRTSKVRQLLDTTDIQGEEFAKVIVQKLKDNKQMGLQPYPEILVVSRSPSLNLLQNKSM
# SRC1 inh – SRC1 coactivator transcriptional activity inhibitors, primary screen, cell-based, luminescence; Nuclear receptor coactivator 1 (Homo sapiens), Q15788; HEK293 GAL4-SRC1 luciferase reporter; inhibition, % at 3.6 µM; 360,000 tested, 0.12% active;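 active = inhibition above the campaign mean plus 3 SD, with each screening campaign given its own cutoff, cut at about 60% in these data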;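 also: 0% = DMSO treated cells and 100% = gossypol at 36 µM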
# LRH-1 inv ag – LRH-1 (NR5A2) inverse agonists, primary screen, cell-based, luminescence, HEK293T, StAR-luciferase reporter; Nuclear receptor subfamily 5 group A member 2 (Homo sapiens), O00482; LRH-1 transfected, 24 h; inhibition, % at 3.6 µM; 360,000 tested, 0.13% active; AID 602396, 2012;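 active = inhibition above the mean inhibition of all tested compounds plus 3 SD, cut at about 73% in these data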;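 also: 0% = DMSO wells and 100% = reporter-only cells lacking LRH-1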
# TROY NFkB inh – inhibitors of TROY-driven NF-kB signaling, primary screen, Q293 LMP1-TROYcd cells, NF-kB luciferase, uHTS; Q293 LMP1-TROYcd NF-kB luciferase reporter, 4 h; inhibition, % at 10 µM; 360,000 tested, 0.98% active; AID 1347056, 2019;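 active = compounds whose plate-normalised and pattern-corrected inhibition of the luciferase reporter signal at the single screening dose is 50% or more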
# TWEAK Fn14 block – inhibitors of TWEAK-Fn14 signaling, primary screen, luciferase reporter cells, uHTS | TWEAK-stimulated Fn14 reporter cells, luciferase luminescence, 8 h | inhibition, % at 10 µM | 360,000 tested, 2% active; in the data active = inhibition above about 50%
# Starred values were filed as active, the others as inactive; · = not tested or not shown.
SMILES,NR2F2 inh,SRC2 inh,TLR9-MyD88 inh,NCOA3 inh,Exocytosis inh,ABHD5-PLIN5 inh,NOD2-RIPK2 inh,SRC1 inh,LRH-1 inv ag,TROY NFkB inh,TWEAK Fn14 block
N#Cc1ccc(C#Cc2ccc3oc4ccccc4c(=O)c3c2)cc1,0,15,4,1,-5,-13,-1,6,-27,8,-22
Cn1ccc(C(=O)Nc2sc3c(c2C(N)=O)CCCCC3)n1,-31,-42,1,-54,2,-5,-7,-83,-105,-35,5
C=C(c1ccc2nc(NC(=O)OC)[nH]c2c1)c1cccs1,-86,-1,3,-77,26,3,5,-57,-72,-14,34
CCC1Oc2ccccc2N(CC(=O)Nc2ccc(OC)cc2OC)C1=O (stereo unspecified),8,-25,-5,-16,2,1,-3,-31,-19,-13,-5
CN(C)C(CNC(=O)CCNC(=O)c1ccc(Cl)cc1)c1ccco1 (stereo unspecified),0,-18,-3,2,-1,-3,-5,-7,-6,-9,-6
O=S(=O)(Nc1ccccc1Cl)c1ccc(NS(=O)(=O)c2cccs2)cc1,7,-12,8,8,17,2,-10,-6,-6,-15,6
CCC(C)Sc1ccc([C@H]2N[C@@](Cc3ccccc3)(C(=O)OC)[C@H]3C(=O)N(CC)C(=O)[C@@H]23)cc1 (stereo partly specified),4,21,-6,-11,-4,-2,-5,4,-1,0,12
CCN1CCCC(NC(=O)c2cc([N+](=O)[O-])ccc2OC)C1 (stereo unspecified),11,-3,-12,13,3,3,-8,10,14,-12,1
Oc1ccc(-c2[nH]ncc2-c2ccc(Br)cc2)c(O)c1,-12,19,6,-20,16,-9,-4,12,-1,14,33
CN(C)CCCN(Cc1ccc2c(c1)OCO2)C(=O)NC1CCCCC1,-12,-14,1,25,11,0,-4,12,6,7,-11
O=C(CC1CCCCC1)N=C1SC2CS(=O)(=O)CC2N1c1ccccc1 (stereo unspecified),-3,-8,-14,1,-2,-2,-2,-6,-31,4,4
Cc1ccc(S(=O)(=O)N2CCCC2C(=O)NC2CCCCC2)cc1 (stereo unspecified),2,-1,-8,7,-2,3,-12,-7,1,3,-7
CC(CCN1CCN(CCO)CC1)c1ccccc1 (stereo unspecified),2,3,-4,-14,-4,1,6,-51,5,13,0
O=C1CC2C(=O)NCCN2C(=NC(=O)c2ccc(Cl)cc2)N1 (stereo unspecified),-10,-31,2,6,1,1,-17,7,6,10,36
Cc1ccc(S(=O)(=O)N2CCC(C(=O)NC3CCCCC3C)CC2)cc1 (stereo unspecified),0,-1,-10,-1,3,1,2,2,-9,0,-13
COc1ccc(C(=O)/C=C/C(=O)N(CC(=O)NC2CCCCC2)Cc2cccs2)c(O)c1,-5,-23,18,5,53,70*,74*,-35,21,42,82*
COc1ccc(CNC(=O)c2n[nH]c3ccccc23)cc1OC,10,-16,5,15,0,-2,-17,11,8,6,36
O=C(NCCCN1CCOCC1)c1cc(-c2ccccc2)nc2ccccc12,-9,4,0,-16,-1,-1,2,-5,-6,-6,14
COc1cccc(CN(C)C(=O)c2ccc(COc3ccc(Cl)cc3)cc2)c1OC,-8,-39,3,-24,21,4,6,-18,-18,-15,1
O=C(COC(=O)CC1CCCC1)Nc1ccccc1[N+](=O)[O-],-3,24,-6,-4,2,3,-5,-27,-27,-28,-3
NC(=O)c1cc(S(=O)(=O)NCCCc2ccccc2)cs1,13,8,-14,4,-6,-7,-22,7,-4,18,13
CCOc1ccccc1OCC(=O)NNC(=S)NC1CCCCC1,7,5,5,8,2,0,-1,-2,16,2,-14
CC(C)CCNC(=O)CN(C(=O)CCC(=O)Nc1nccs1)C1CCCCC1,4,-24,2,-6,0,-5,-6,7,-6,11,9
COc1ccc(C(CNC(=O)c2ccc(Br)o2)N2CCN(C)CC2)cc1 (stereo unspecified),13,1,-2,2,6,-1,-3,23,7,2,-4
COc1ccccc1-c1ncn(Cc2cccc(-c3ccccc3)c2)c1-c1ccco1,9,2,·,·,49,25*,8,·,-5,·,·

# 3 compounds out of the list above, ordered by the value under ABHD5-PLIN5 inh, largest number first:
SMILES	ABHD5-PLIN5 inh
COc1ccccc1-c1ncn(Cc2cccc(-c3ccccc3)c2)c1-c1ccco1	25*
COc1cccc(CN(C)C(=O)c2ccc(COc3ccc(Cl)cc3)cc2)c1OC	4
C=C(c1ccc2nc(NC(=O)OC)[nH]c2c1)c1cccs1	3

# Continuation:
SMILES,NR2F2 inh,SRC2 inh,TLR9-MyD88 inh,NCOA3 inh,Exocytosis inh,ABHD5-PLIN5 inh,NOD2-RIPK2 inh,SRC1 inh,LRH-1 inv ag,TROY NFkB inh,TWEAK Fn14 block
CCOC(=O)C1(CCC(C)C)CC(CSc2nc3ccccc3[nH]2)OC1=O (stereo unspecified),-6,-15,-2,-1,2,3,-6,-2,25,18,19
Cc1ccc2ncccc2c1NS(=O)(=O)c1ccccc1,5,-37,-2,0,4,-5,-7,5,7,-1,-1
O=C(Nc1ccccc1N1CCCCC1)c1ccc(-c2cccc(Cl)c2)o1,9,7,2,14,5,3,7,5,19,-5,-7
O=c1oc2ccccc2c(Nc2cc3ccccc3cc2O)c1[N+](=O)[O-],-30,-31,4,-83,1,-11,-6,-98,-85,17,40
CC(=O)c1cccc(OCc2cc(C(=O)NC3CCN(Cc4ccccc4)CC3)no2)c1,19,-4,-11,11,0,-7,-2,9,31,11,16
Cc1ccc([N+](=O)[O-])cc1-c1[nH]c(-c2ccc(O)c(O)c2)nc1-c1ccccc1,3,10,1,3,3,-5,-17,-1,-17,-36,-31
O=C(Nc1ccccc1N1CCCCC1)c1ccc2nccnc2c1,10,2,5,-4,9,5,9,2,30,-19,9
CSCCC(NC(=O)c1ccccc1Br)C(=O)NCC(C)(C)N1CCOCC1 (stereo unspecified),-1,8,-2,7,13,-2,-9,-11,4,-15,2
CCCn1c(O)c(N=N)c2ccccc21,8,-3,1,3,-2,-7,-17,10,7,3,17
COc1cc(-c2ccc(NC(=O)c3ccc(C)cc3)c(OC)c2)ccc1NC(=O)c1ccc(C)cc1,0,1,7,4,-6,4,-1,-12,9,-14,-3
COc1ccc2c(c1)CN(C)S(=O)(=O)c1ccccc1-2,-1,-21,0,18,0,6,-2,-14,8,-4,1
O=c1[nH]c(/C=C\c2ccc(O)c(O)c2)nc(O)c1[N+](=O)[O-],13,-8,6,-4,-1,8,1,-49,-4,-39,-1
C=CCc1cc(/C=C/c2nc(O)c([N+](=O)[O-])c(=O)[nH]2)cc(OC)c1O,11,-5,-11,-3,1,27*,-6,-4,6,13,-1
COc1cccc(NC(=O)c2cccnn2)c1,-16,-16,-18,-18,7,-12,0,1,-43,-6,-4
CC(=O)Nc1ccc(NC(=O)C23CC4CC(C2)CC(n2cnc(Br)n2)(C4)C3)cc1,-4,-40,-6,-14,1,1,-2,4,-16,-15,0
O=C(Nc1ccccc1C(=O)N/N=C/c1ccncc1)c1ccccc1,-35,-56,2,-41,-3,-3,-17,-70,-31,-37,-18
CC1CCCCN1CC(=O)Nc1ccc2c(c1)OCO2 (stereo unspecified),-2,-6,3,8,-2,5,2,-4,-6,3,-2
CC(=O)NCCNC(=O)C1Cc2c(-c3ccc(Cl)cc3)ccnc2O1 (stereo unspecified),3,-7,·,-5,4,-7,-2,-15,-7,-20,-7
O=C(CSc1nnnn1-c1ccccc1)NCCCN1CCCC1=O,-1,-10,-5,6,-9,4,-11,-12,5,3,-15
COc1cccc(NC(=O)COC(=O)CCCc2c[nH]c3ccccc23)c1,-9,-43,-3,-6,-2,-5,1,1,-3,16,17
O=C(/C(=C(\O)c1ccccc1)c1ncc[nH]1)c1ccccc1,-14,-11,-4,-10,-6,-7,-2,-2,5,-10,1
O=S(=O)(Nc1nccs1)c1ccc2c(c1)OCCO2,-10,2,-15,-8,-1,-5,-1,13,1,1,15
O=C(/C=C/c1ccc([N+](=O)[O-])cc1)NCCSc1ccccc1,0,3,-6,-3,-4,3,2,-36,30,-7,-12
O=C(CCCCCNc1nc(=S)[nH]c2ccccc12)NCCc1c[nH]c2ccccc12,-8,-14,-8,1,0,3,-1,-21,10,38,41
COc1cccc(N2C(=NC(=O)CCc3ccccc3)SC3CS(=O)(=O)CC32)c1 (stereo unspecified),6,-12,-7,11,-5,-7,-7,4,-6,-3,-9

# The listing continues:
SMILES,NR2F2 inh,SRC2 inh,TLR9-MyD88 inh,NCOA3 inh,Exocytosis inh,ABHD5-PLIN5 inh,NOD2-RIPK2 inh,SRC1 inh,LRH-1 inv ag,TROY NFkB inh,TWEAK Fn14 block
Cc1cccc(NC(=O)CSc2nnc(Cc3ccccc3)o2)c1,3,-32,-3,10,0,-3,-1,5,-10,11,8
Cc1nc2sc(-c3ccccc3)cc2c(=O)n1-n1cccc1,-21,-30,3,-76,2,1,-11,-117,-163,-2,-17
Cc1ccc(NC(=O)c2ccc(Cn3cc(Cl)cn3)o2)c(C)c1,-1,-6,-4,3,-5,-3,4,0,-5,4,-3
CCOc1cc(C2c3c(oc4cc(C)c(Cl)cc4c3=O)C(=O)N2Cc2ccco2)ccc1O (stereo unspecified),-3,0,-12,8,0,2,3,-1,-3,-11,-39
Cc1ccc(NC(=O)CCCc2nc3ccccc3c(=O)[nH]2)c(Cl)c1,12,-27,0,2,1,6,4,0,7,1,-11
CCOC(=O)c1ccc(N2C(=O)c3n[nH]c(C)c3C2c2ccccn2)cc1 (stereo unspecified),-6,-17,4,11,6,7,-8,-4,18,-9,-25
CC(=O)Nc1cc(-c2cccc(C(=O)NCCN(C)C)c2)cn2c(-c3ccc(C(C)=O)cc3)cnc12,2,-84,·,-20,15,7,6,-3,5,-2,-39
Cc1ccc(CNC(=O)C2CC(c3ccccc3[N+](=O)[O-])=NO2)o1 (stereo unspecified),-2,-46,-2,-7,-2,3,-13,6,0,-24,10
Fc1ccc(-c2nnn(Cc3ccc(F)cc3Cl)n2)cc1,4,-28,-7,-18,-5,-12,-1,-16,-24,-59,-11
COc1ccc(N2CCN(C(=O)Cc3ccc(OC)c(OC)c3)CC2)cc1,9,33,-3,0,4,2,-9,-17,5,26,6
O=C1c2ccccc2-c2onc3ccc(NCc4ccco4)c1c23,·,·,-3,-5,56*,22*,-1,-11,5,-17,-21
CC(C)CC(c1nnnn1CC1CCCO1)N1CCN(C2CCCC2)CC1 (stereo unspecified),3,7,2,18,0,3,7,0,6,-10,-8
Cc1ccc(-n2ncc3c2CC(C)(C)CC3NC(=O)CCN2CCCO2)cc1 (stereo unspecified),-10,27,6,12,-1,14,-5,10,4,-29,-4

# These rows are one share of the data (hit frequency here may not be typical).
